# From PubChem BioAssay
# MsrA inh: inhibitors of bovine MsrA | purified bovine MsrA, absorbance read-out | inhibition, % at 15.5 µM | 360,000 compounds, 0.75% hits | AID 651718; in the data active means inhibition above about 4.5%;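 further: 0% = vehicle wells with enzyme and 100% = reference inhibitor wells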
# MsrA act: bovine methionine sulfoxide reductase A activation. purified bovine MsrA, absorbance read-out. activation, % at 10.6 µM. 360,000 compounds, 0.3% hits. AID 602163; in the data active means activation above about 7.5%;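 further: 0% = vehicle and 100% = reference activator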
# Scp1 inh: inhibitors of human Scp-1 phosphatase; inhibition, % at 20 µM; AID 493091; Recombinant Scp1, phosphopeptide, malachite green phosphate absorbance; 340,000 compounds, 0.88% hits;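 active means inhibition above about 50% at 20 µM, limit read from the data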;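 further: plate controls were DMSO wells with enzyme for no effect and wells lacking enzyme for full effect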
# Target sequence (Q9GZU7 76-261 limits assumed): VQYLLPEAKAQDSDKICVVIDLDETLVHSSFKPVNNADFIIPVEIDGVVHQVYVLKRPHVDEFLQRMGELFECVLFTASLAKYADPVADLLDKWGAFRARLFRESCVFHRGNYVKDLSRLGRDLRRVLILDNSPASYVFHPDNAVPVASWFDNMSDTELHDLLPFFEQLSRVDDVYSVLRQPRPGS
#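 Test system: SCP-1 phosphatase catalytic domain, residues 76-261 | Compound dosing: One concentration, 20 µM, with 1.0% DMSO | Schedule: 45 min room-temperature reaction, 5 min colour, 30 min stabiliser | Detection: Absorbance at 630 nm | Read-out basis: % inhibition of SCP-1 phosphate liberation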
# Tb MetRS inh: Trypanosoma brucei MetRS inhibition | 360,000 compounds, 0.4% hits | AID 624268 | inhibition, % at 11.9 µM | purified T. brucei MetRS, ATP depletion, Kinase-Glo luminescence;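 active means inhibition above a per-plate cutoff of the control wells' mean inhibition plus 3 SD, cut at about 5.5% in these data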;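 further: 0% = DMSO wells median and 100% = median of wells with control inhibitor compound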
#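 Assay system: T. brucei methionyl-tRNA synthetase, purified | Medium: HEPES buffer with MgCl2, KCl, DTT, spermine, BSA, pyrophosphatase | Compound: 11.9 µM single point | Incubation: 15 min enzyme-compound preincubation, 2 h reaction, 10 min detection, 25 °C | Measured by: Kinase-Glo luciferase luminescence reporting remaining unconsumed ATP | Measure: % inhibition normalized to control-well medians | Replication: Singlicate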
# eLon inh: E. coli protease La inhibition. P0A9M0. purified E. coli Lon protease, fluorescence polarization. inhibition, % at 7.94 µM. 360,000 compounds, 0.42% hits. AID 602123; in the data active means inhibition above about 13%, passing the limit was not always enough;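 further: 0% = enzyme with probe and DMSO and 100% = no enzyme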
# Target sequence (P0A9M0 whole entry, looked up): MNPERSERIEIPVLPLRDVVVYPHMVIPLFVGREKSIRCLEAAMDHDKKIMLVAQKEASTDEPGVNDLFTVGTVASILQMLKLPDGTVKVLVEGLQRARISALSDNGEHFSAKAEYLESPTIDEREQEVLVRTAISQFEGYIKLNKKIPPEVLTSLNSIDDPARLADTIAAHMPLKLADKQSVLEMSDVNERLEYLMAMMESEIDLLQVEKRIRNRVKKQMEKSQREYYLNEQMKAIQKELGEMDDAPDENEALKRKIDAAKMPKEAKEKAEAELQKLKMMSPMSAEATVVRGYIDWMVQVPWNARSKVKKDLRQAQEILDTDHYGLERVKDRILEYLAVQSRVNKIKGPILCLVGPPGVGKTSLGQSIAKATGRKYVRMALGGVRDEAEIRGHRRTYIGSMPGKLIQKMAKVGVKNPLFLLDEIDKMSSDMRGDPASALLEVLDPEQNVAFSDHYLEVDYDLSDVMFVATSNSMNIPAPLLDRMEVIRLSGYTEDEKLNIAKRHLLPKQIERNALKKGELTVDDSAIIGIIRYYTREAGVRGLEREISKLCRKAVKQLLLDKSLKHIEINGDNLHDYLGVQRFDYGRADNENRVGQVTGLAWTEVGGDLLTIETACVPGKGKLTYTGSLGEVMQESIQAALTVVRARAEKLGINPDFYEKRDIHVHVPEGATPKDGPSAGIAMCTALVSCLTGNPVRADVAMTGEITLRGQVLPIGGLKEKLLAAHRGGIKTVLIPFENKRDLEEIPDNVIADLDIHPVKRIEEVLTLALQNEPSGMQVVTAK
# STEP block: blocks human striatal-enriched tyrosine phosphatase; P54829; recombinant STEP, OMFP fluorogenic substrate, fluorescence; inhibition, % at 20 µM; 360,000 compounds, 0.25% hits;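 active means inhibition at 20 µM, scaled per plate between control wells, above about 37%, limit read from the data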;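 further: 0% = DMSO with enzyme and substrate and 100% = substrate only without enzyme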
#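 material = STEP tyrosine phosphatase | reagent = fluorogenic phosphatase substrate OMFP at 25 µM final | doses = single compound dose of 20 µM, 1% DMSO final | schedule = 20 min reaction, room temperature, in the dark | measured by = fluorescence, 480/540 nm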
# DNMT1 block: blocks human DNA methyltransferase DNMT1. inhibition (reported as % activation of signal), % at 10 µM. P26358. DNMT1 molecular beacon, Hinp1I cleavage, fluorescence. 360,000 compounds, 0.83% hits; in the data active means inhibition above about 50%
# CendR NRP1 mod: alters CendR peptide binding to human NRP-1; FAM-RPARPAR peptide binding to NRP-1, fluorescence polarization; inhibition, % at 25 µM; 360,000 compounds, 0.85% hits; AID 602438;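 active means inhibition or corrected inhibition above about 18%, plus a signal ratio from 0.5 to 1.5, limit read from the data, passing the limit was not always enough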; further: strong numbers were not always called active
# LMPTP inh: blocks human LMPTP phosphatase | recombinant LMPTP-A, OMFP fluorogenic substrate, fluorescence intensity | inhibition, % at 20 µM | 360,000 compounds, 0.22% hits | AID 651560;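 active means compounds that cut the enzyme signal by at least half of the control window in the single-dose screen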;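 further: plate controls were DMSO wells with enzyme plus substrate for no effect and substrate without enzyme for full effect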
#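 test system = LMPTP-A | amount = 0.625 nM LMPTP-A final | reagent = fluorogenic phosphatase substrate OMFP at 400 µM final | incubation = 50 min at room temperature | benchmarks = no-enzyme low control, uninhibited high control | medium = Bis-Tris pH 6.0, DTT, detergent | signal = fluorescence intensity of OMFP turnover product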
# SUMO1-SIM PPI: SUMO1-SIM interaction modulation. P63165. SUMO1 binding to a labelled peptide, TR-FRET, 1 h. inhibition, % at 20 µM. 360,000 compounds, 0.33% hits. AID 602429; in the data active means inhibition above about 37%
# Target sequence (P63165 whole entry, looked up): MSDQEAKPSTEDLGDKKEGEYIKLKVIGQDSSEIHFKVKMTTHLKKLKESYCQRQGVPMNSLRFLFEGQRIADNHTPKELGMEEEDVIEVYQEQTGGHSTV
# Active calls of the source: *; x = not tested or not shown. An unsorted share of the library; overall some 4.3% were active at least once.
SMILES,MsrA inh,MsrA act,Scp1 inh,Tb MetRS inh,eLon inh,STEP block,DNMT1 block,CendR NRP1 mod,LMPTP inh,SUMO1-SIM PPI
CNC(=O)c1c(NC(=O)CCS(=O)(=O)c2ccc(C)cc2)sc2c1CCN(C(=O)OC)C2,0.9,3.8,-0.6,-0.4,-14.9,-1.3,-0.4,-9.4,-1.9,3.0
O=C(c1ccc(F)cc1Cl)N(Cc1ccco1)C1CCS(=O)(=O)C1 (stereo unspecified),-0.2,-2.4,-2.4,-0.2,-2.8,4.7,-0.6,-0.5,-1.7,5.4
COc1ccc(-c2c[n+](CC(=O)OC3CC(C)CCC3C(C)C)c3n2CCC3)cc1 (stereo unspecified),0.8,6.0,4.1,0.1,0.2,-2.5,-1.1,0.9,1.1,0.7
O=C(NC1CC1)c1ccc2c(c1)C1C3CCC(C3)C1C(c1ccccc1)N2 (stereo unspecified),0.6,-0.2,-9.3,0.0,6.5,1.6,1.2,4.3,0.6,6.2
CN(Cc1ccccc1)Cc1cc(=O)oc2ccccc12,1.3,-1.4,x,0.8,1.9,-1.0,-3.5,12.1,-1.2,0.6
O=C(Nc1c(-c2ccccc2)nc2ncccn12)c1cc2ccccc2oc1=O,2.4,-2.0,4.1,0.3,-0.8,-0.2,-2.0,-4.0,4.0,14.8
O=C(NC(Cc1ccccc1)C(=O)O)/C(=C/c1ccc([N+](=O)[O-])cc1)NC(=O)c1ccc(Br)o1 (stereo unspecified),3.1,-3.5,-1.8,0.3,-37.3,1.8,4.6,6.7,-1.7,-32.0
CCCCn1c(SCC(=O)Nc2sc3c(c2C(N)=O)CCC3)nnc1-c1ccccc1,0.1,-11.4,6.3,-3.3,-16.1,-2.1,1.8,-9.1,-1.1,0.6
COc1ccc(C2=C(c3ccc(OC)c(OC)c3)CN3CCCCC3C2)cc1 (stereo unspecified),0.7,-1.9,-1.9,-0.8,-12.4,1.7,-2.0,-19.9,-1.0,-2.5
CN(CC(=O)Nc1ccc2c(c1)OCCO2)Cc1nc2ccccc2c(=O)[nH]1,0.7,-0.8,-7.3,0.0,0.7,-1.5,2.2,2.3,-0.9,-2.3
COc1ccccc1N1CCN(Cc2nc(N)nc(Nc3ccccc3)n2)CC1,0.3,-2.6,-2.2,-1.1,-2.8,0.4,-1.4,1.1,-0.4,2.6
C[C@H](CO)N1C[C@H](C)[C@H](CN(C)S(=O)(=O)c2cccc(F)c2)Oc2cc(Br)ccc2S1(=O)=O,-0.1,-1.8,x,0.9,2.1,-3.0,-4.0,-6.2,-0.7,-2.3
CN(CC(=O)Nc1ccc(Cl)c(Cl)c1)Cc1nnc(-c2ccc(F)cc2)o1,-1.3,-1.7,-2.3,0.1,10.0,-0.1,0.0,-4.0,0.0,1.2
CN(C)c1ccc(N=Nc2ccccc2C(=O)OCC(=O)NCC2CCCCC2)cc1,-0.2,-1.4,12.2,-0.8,-3.9,5.6,-10.8,-1.9,14.4,-59.1
Cc1[nH]n(-c2cccc(Cl)c2)c(=O)c1-c1ccccc1,0.6,-2.9,-6.1,0.0,-0.8,3.4,1.6,9.0,1.3,3.8
CCCC1(CCC)NC(=O)N(CC(=O)N2CCc3ccccc32)C1=O,0.7,-3.2,-6.1,-0.4,-6.5,2.9,-7.8,15.1,-0.1,0.2
CC(OC(=O)CN1C(=O)C2C3C=CC(C4CC34)C2C1=O)C(=O)c1ccccc1 (stereo unspecified),-0.2,-3.1,-9.8,-0.1,-6.1,-2.5,0.1,2.7,-1.1,5.1
O=C(O)CCCN(Cc1cccc(Br)c1)S(=O)(=O)c1ccc(Br)cc1,-0.9,-5.8,-1.9,-0.5,2.8,3.8,-0.2,5.1,-0.1,2.5
O=C(NCCc1ccccc1)C(=O)NCc1ccncc1,0.2,-4.8,-6.7,-0.6,-4.7,1.2,2.1,12.7,-2.9,-2.7
CC1(C)Cc2ccccc2-c2nc(NCCCO)n(-c3ccccc3)c(=O)c21,2.0,-0.7,-4.0,-0.9,-0.5,2.3,-3.8,0.5,-0.4,4.3
OC1(C#CCN2CCCC2)c2ccccc2-c2ccccc21,0.3,-10.1,-7.3,2.1,10.4,-1.4,0.2,-6.8,-1.3,-0.7
COc1ccc(C2/C=C\CN(C(=O)C3CCCC3)CC(=O)N2Cc2ccc(F)cc2)cc1 (stereo unspecified),1.7,-8.9,4.0,-0.4,-2.0,0.2,0.8,12.4,1.1,0.2
CCn1cc(CN2CCCC(CO)(Cc3cccc(Cl)c3)C2)cn1 (stereo unspecified),2.6,-1.6,-2.3,-0.6,-8.5,-0.8,2.3,0.3,-0.9,-0.5
COc1ccc(/C=N/NC(=O)Nc2ccc3nsnc3c2)c(OC)c1,1.8,-10.4,3.8,-1.0,1.6,-3.1,1.7,4.4,1.1,-7.3
COc1ccc(/C=C/C(=O)Nc2ccc(S(=O)(=O)N3CCOCC3)cc2)c(OC)c1,1.7,-3.9,-14.2,-0.3,4.2,-0.6,-8.9,6.8,2.1,-12.8
# Next structures follow:
SMILES,MsrA inh,MsrA act,Scp1 inh,Tb MetRS inh,eLon inh,STEP block,DNMT1 block,CendR NRP1 mod,LMPTP inh,SUMO1-SIM PPI
O=C1Nc2ccccc2C(=O)N2c3ccccc3NC(=O)C12 (stereo unspecified),0.0,-0.6,x,0.1,-8.9,3.5,-0.8,7.5,-0.4,1.0
Fc1ccccc1CNC(=S)Nc1cccc(C(F)(F)F)c1,-0.1,-3.1,-4.4,0.2,-19.9,0.9,-4.0,-5.4,2.4,-0.2
Cc1cccc(C(=O)NCCc2ccccc2)c1,-0.6,-2.6,-15.4,0.4,5.4,-2.0,-0.5,-11.9,0.1,2.7
O=C(NCc1ccccc1)C1CCCN(C(=O)NCc2ccccc2)C1 (stereo unspecified),-0.4,-1.1,-7.7,0.1,-4.4,-3.0,1.6,12.2,-0.2,-2.6
O=C(O)c1cccnc1Sc1ccc(Cl)cc1,0.0,-7.0,10.2,-0.8,8.6,-1.6,0.2,-2.1,0.1,-4.0
COc1cc(C)c(S(=O)(=O)N2CCCC2)cc1C,-1.3,-4.5,-10.3,-0.7,7.3,-3.4,4.6,12.2,0.2,0.7
CCOc1ccc(-c2cc(C(=O)N/N=C/c3cccnc3)c3ccccc3n2)cc1,2.3,0.8,-11.8,-0.2,2.3,-1.6,0.8,-3.9,2.9,-21.7
Cc1sc2nc(SCC(=O)N3CC(C)OC(C)C3)n(C)c(=O)c2c1C (stereo unspecified),0.7,-3.2,1.0,-0.2,-11.7,2.7,2.9,1.9,1.4,3.8
O=S(=O)(c1ccc(Cl)cc1)N1CCN(c2ccccn2)CC1,-0.6,-3.6,-1.8,0.4,1.7,0.6,2.4,7.1,1.8,-0.9
COC(=O)c1cc(CC(=O)c2ccc(O)cc2O)c(C)o1,7.2*,-3.7,-7.7,-0.6,-9.4,-8.4,2.2,-9.8,0.3,-0.3
CCCOc1ccc(-c2cnc(N)s2)cc1,-0.3,-1.7,-7.7,-0.5,-1.4,-1.5,-19.0,2.9,0.3,-3.2
O=C(O)CCc1ccc(-c2ccc(F)cc2)n1CC(=O)O,0.9,3.6,2.9,-0.5,-6.8,-0.9,5.5,3.2,0.4,-0.1
CCOC(=O)c1cnc(SC)nc1Oc1cccc(NS(=O)(=O)c2ccccc2)c1,-0.9,-12.7,2.8,-1.0,-4.5,-0.5,3.3,-3.0,2.7,-1.6
CCN1C(=O)N2C[C@H]3CON(C)[C@H]3C[C@H]2c2ccccc21,0.5,-4.0,x,-0.9,7.2,-1.2,3.1,-20.5,-0.9,2.8
CC(C)CC1c2[nH]c3ccccc3c2CCN1C(=O)C1CCOCC1 (stereo unspecified),-2.1,-4.7,-8.0,1.1,3.0,1.8,-2.4,6.8,0.1,2.4
CCn1cc(C(=O)N2CCN(c3cccc(Cl)c3)CC2)c2cc(OC)c(OC)cc2c1=O,-0.2,-1.6,-1.9,-0.2,-4.3,-0.6,-4.5,-2.8,-2.0,0.5
CCOC(=O)c1cn(-c2c(Cl)cccc2Cl)c2cc(Cl)c([N+](=O)[O-])cc2c1=O,0.0,-11.2,0.3,-0.7,2.2,-0.9,0.7,5.0,1.7,-18.7
Cc1cc(C)c(S(=O)(=O)N(CC(=O)NCc2cccnc2)C2CCCCC2)c(C)c1,0.1,1.7,-0.2,-1.3,-1.8,-1.1,0.1,-0.1,-0.3,0.2
CS(=O)(=O)N(CC(=O)N1CCC(C(N)=O)CC1)Cc1ccc(Cl)c(Cl)c1,-0.6,-1.2,-9.4,0.1,0.5,-2.3,-3.5,16.4,-1.1,-2.2
CC(C)CCN1CCN(Cc2nc(-c3ccc(F)cc3)cs2)CC1CCO (stereo unspecified),1.9,-5.2,-9.1,-0.7,12.2,-1.2,0.8,-0.2,-1.3,-0.4
CCOc1ccc(-n2ccc(=O)c(C(=O)Nc3ccc(S(=O)(=O)N4CCOCC4)cc3)n2)cc1,-0.3,-2.7,-8.2,-0.3,-3.4,2.6,21.2,-4.8,-0.3,-2.5
O=C(N1CCOCC1)N1CCN(CC(O)COc2ccc3ccccc3c2)CC1 (stereo unspecified),0.5,-7.5,1.7,-1.1,-9.4,2.1,-1.4,3.2,-0.8,-2.4
CC(NC(=O)Nc1ccc(O)cc1)(C(F)(F)F)C(F)(F)F,-1.0,-4.8,-0.1,-0.2,5.4,-2.7,-5.9,8.0,16.1,0.2
CCOc1ccc(N2C(=O)/C(=C/c3ccc(C)o3)N(C)C2=S)cc1,-1.5,-1.3,-4.2,0.3,-9.5,-1.2,7.5,-2.9,-1.1,-1.1
CCOc1ccc(Cn2c3ccc(OC)cc3c3nc4ccccc4nc32)cc1OC,-0.3,-2.8,-6.8,-0.1,-4.5,-3.7,-5.6,9.5,-0.2,-0.9

# Complete entries from above. Values in the order: MsrA inh, MsrA act, Scp1 inh, Tb MetRS inh, eLon inh, STEP block, DNMT1 block, CendR NRP1 mod, LMPTP inh, SUMO1-SIM PPI
# Profile of CC(NC(=O)Nc1ccc(O)cc1)(C(F)(F)F)C(F)(F)F : -1.0, -4.8, -0.1, -0.2, 5.4, -2.7, -5.9, 8.0, 16.1, 0.2
# Profile of Cc1sc2nc(SCC(=O)N3CC(C)OC(C)C3)n(C)c(=O)c2c1C (stereo unspecified) : 0.7, -3.2, 1.0, -0.2, -11.7, 2.7, 2.9, 1.9, 1.4, 3.8
# Profile of O=C(N1CCOCC1)N1CCN(CC(O)COc2ccc3ccccc3c2)CC1 (stereo unspecified) : 0.5, -7.5, 1.7, -1.1, -9.4, 2.1, -1.4, 3.2, -0.8, -2.4
# Profile of Fc1ccccc1CNC(=S)Nc1cccc(C(F)(F)F)c1 : -0.1, -3.1, -4.4, 0.2, -19.9, 0.9, -4.0, -5.4, 2.4, -0.2
# Profile of CCOc1ccc(-c2cc(C(=O)N/N=C/c3cccnc3)c3ccccc3n2)cc1 : 2.3, 0.8, -11.8, -0.2, 2.3, -1.6, 0.8, -3.9, 2.9, -21.7
